Assay outcomes: PubChem BioAssay, National Center for Advancing Translational Sciences (NCATS)
Vif-A3F inh = qHTS for Inhibitors of Vif-A3F Interactions: qHTS | Potency, µM (series often up to 46.1 µM), for inactives: at the top dose activity, negative = active | 390,000 tested, 0.2% active | AID 602313, 2012 | HeLa A3F-eYFP + Vif (tagged APOBEC3F with the HIV-1 protein that degrades it), YFP fluorescence increase; further: potency means the concentration at half of the fitted maximal effect; % of control where 0% means no effect; nearly all actives have a fitted effect of over 65% in size
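HeLa cells stably expressing A3F-eYFP plus Vif, plated and incubated overnight at 37 deg C, then exposed to compounds overnight at 37 deg C. Blocked degradation read as raised yellow fluorescence (Ex 488/Em 500-530).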
GRP78 ERSR act = qHTS for Inducers of the Endoplasmic Reticulum Stress Response (ERSR) in Human Glioma: qHTS | AID 602332, 2012 | 420,000 tested, 0.02% active | U87-MG GRP78 promoter luciferase reporter, 16 h | Potency, µM, without a hit: at the highest dose activation, hits mostly activators; further: potency means the concentration at half of the fitted maximal effect; series mostly up to about 76 µM; % of control where 0% means no effect; nearly all actives have a fitted effect of over 35% in size
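Stably transfected U87-MG glioma cells carrying a GRP78-based luciferase sensor; 16 h compound incubation. Luminescence end-point read 10 min after Bright-Glo addition at room temperature.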
Vif-APOBEC3G blk = qHTS for Inhibitors of Vif-A3G Interactions: qHTS. DNA dC->dU-editing enzyme APOBEC-3G (Homo sapiens), Q9HC16. HeLa A3G-eYFP + Vif (tagged APOBEC3G with the HIV-1 protein that degrades it), YFP fluorescence, overnight. Potency, µM (highest dose often 46.1 µM), without a hit: at the top dose activity, negative = active, usual class: inhibitors. 410,000 tested, 0.076% active. AID 602310, 2012;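 further: potency means the concentration at half of the fitted maximal effect; on the % scale 0 is the no-effect control and ±100 the full control effect; nearly all actives have a fitted effect of over 60% in size; hits raise eYFP signal because A3G escapes Vif-driven loss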
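HeLa cells stably expressing Vif and C-terminally eYFP-tagged A3G, seeded overnight at 37 deg C, then exposed to compound by pintool overnight at 37 deg C. Rise in yellow fluorescence (Ex 488/Em 500-530, Acumen) marks blocked Vif-driven A3G degradation.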
D1 agonist = Allosteric Agonists of the Human D1 Dopamine Receptor: qHTS; D(1A) dopamine receptor (Homo sapiens), P21728; HEK293 T-REx D1 cells, calcium flux, agonist mode; activation, % at 2 µM; 360,000 tested, 1% active; AID 504660, 2011; in the data active means activation above about 30%; further: 0% is about no effect
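Tetracycline-induced HEK293 TREx D1 cells, force-coupled to calcium signalling, were dye-loaded with a no-wash calcium kit. Compound was pin-added after a 10 s baseline. Fluorescence was read kinetically at 1 cycle/s for 180 s, with calcium rises flagged as agonism.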
LDHA inh = qHTS assay for inhibitors of human lactate dehydrogenase; L-lactate dehydrogenase A chain (Homo sapiens), P00338; purified LDHA, NADH/diaphorase-resazurin fluorescence; active compounds read low; activity change, % (values are at about 110 or 230 µM); 480,000 tested, 0.15% active; AID 1347041, 2019; in the data active means activity change below about -30%; inconclusive means mostly about -25% to -30%;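 further: plate controls were DMSO wells for no effect and wells without enzyme for full effect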
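Human LDH5 at 2 nM final in Tris HCl pH 7.4 with 0.06 mM NADH and 0.2 mM pyruvate, reacted 5 minutes at room temperature. Remaining NADH coupled via diaphorase/resazurin; resorufin fluorescence read at 0 and 20 minutes, normalized to enzyme-free and DMSO wells.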
D1 antagonist = Antagonist of Human D 1 Dopamine Receptor: qHTS | D(1A) dopamine receptor (Homo sapiens), P21728 | HEK293 TREx D1 cells, calcium flux, dopamine EC80; active compounds read low | activity change, negative = inhibition, % at 10 µM | 360,000 tested, 3.2% active | AID 504652, 2011; in the data active means activity change below about -30%; further: on the % scale 0 is the no-effect control and ±100 the full control effect
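Tetracycline-induced HEK293 Trex D1 cells, force-coupled to calcium, dye-loaded; compounds added and read 180 s, then EC80 dopamine added and calcium flux tracked kinetically another 180 s.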
D1 PAM = Potentiators of Human D1 Dopamine Receptor: qHTS. potentiation, % at 10 µM. 360,000 tested, 0.036% active. HEK293 TREx D1 cells, calcium flux, dopamine EC20 potentiation; in the data active means potentiation above about 30%; further: 0% is about no effect
RXFP1 ag = qHTS Assay for Agonists of the Relaxin Receptor RXFP1; Relaxin receptor 1 (Homo sapiens), Q9HBX9; HEK293T-RXFP1 cAMP TR-FRET, 30 min; response scale: percent of porcine relaxin response, buffer zero; Potency, µM (series often up to 57.5 µM), without a hit: at the highest dose activation, actives largely listed as activators; 370,000 tested, 0.3% active; further: potency means the concentration at half of the fitted maximal effect; on the % scale 0 is the no-effect control and ±100 the full control effect; nearly all actives have a fitted effect of over 60% in size; many of its hits are not listed in these tables
Target sequence (Q9HBX9 whole entry, looked up): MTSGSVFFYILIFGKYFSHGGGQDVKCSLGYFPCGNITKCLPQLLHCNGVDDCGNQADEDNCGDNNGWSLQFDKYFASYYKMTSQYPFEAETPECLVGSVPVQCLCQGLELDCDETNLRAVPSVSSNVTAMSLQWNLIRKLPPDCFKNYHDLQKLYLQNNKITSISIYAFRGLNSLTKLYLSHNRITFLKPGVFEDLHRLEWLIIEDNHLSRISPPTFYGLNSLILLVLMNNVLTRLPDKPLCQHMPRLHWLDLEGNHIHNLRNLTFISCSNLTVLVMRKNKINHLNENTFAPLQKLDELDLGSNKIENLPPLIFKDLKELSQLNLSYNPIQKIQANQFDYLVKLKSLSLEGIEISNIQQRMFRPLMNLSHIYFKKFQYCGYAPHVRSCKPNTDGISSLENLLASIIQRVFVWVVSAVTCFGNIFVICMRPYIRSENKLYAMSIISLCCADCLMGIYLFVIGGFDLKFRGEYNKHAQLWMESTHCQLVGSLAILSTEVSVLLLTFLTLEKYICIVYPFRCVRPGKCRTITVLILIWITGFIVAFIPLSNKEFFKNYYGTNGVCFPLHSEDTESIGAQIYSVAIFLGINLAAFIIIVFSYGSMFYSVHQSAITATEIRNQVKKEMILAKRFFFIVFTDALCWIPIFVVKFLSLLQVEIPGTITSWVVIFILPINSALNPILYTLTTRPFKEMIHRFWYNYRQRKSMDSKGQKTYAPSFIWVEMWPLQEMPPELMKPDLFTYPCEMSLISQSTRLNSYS
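HEK293T cells stably expressing RXFP1 were pretreated with the PDE4 inhibitor Ro 20174, exposed to compounds for 30 min at 37C, lysed, and cAMP was read by TR-FRET. Data normalized to buffer (basal) and 29 nM porcine relaxin (100%).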
D2 PAM = HTS Assay for Positive Allosteric Modulators of the Human D2 Dopamine Receptor: Primary Screen for Potentiators. potentiation, % at 10 µM. AID 485347, 2010. 340,000 tested, 0.34% active. D(2) dopamine receptor (Homo sapiens), P14416. HEK293 T-REx D2, calcium flux, EC20 dopamine potentiation;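 active means potentiation over 3 SD above the plate norm, cut at about 30% in these data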; further: 0% is about no effect
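Tetracycline-induced HEK293 T-REx cells force-coupled to calcium signalling expressed D2; compounds were pin-added after a 10 s baseline, read kinetically 180 s, then an EC20 dopamine challenge followed with a further 180 s calcium read.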
Active calls of the source: *; ? = inconclusive; . = no result given; & = joins results of further samples. Unless noted, the call rests on the fitted dose curve; in most records, active means well fitted curve in the direction sought with a large enough effect; inconclusive means small, poorly fitted or top-dose-only effect, or another doubt; inactive means no such curve, though single readings can be large; an effect the other way counts as inactive or inconclusive. Not all compounds are listed. The share of hits here may be higher or lower than overall.

SMILES	Vif-A3F inh	GRP78 ERSR act	Vif-APOBEC3G blk	D1 agonist	LDHA inh	D1 antagonist	D1 PAM	RXFP1 ag	D2 PAM
CCOC(=O)C(NC(=O)N(C)C)(Nc1sc(C)c(CC)c1C#N)C(F)(F)F (stereo not given)	-11%	0%	3%	1	-8	7	5	0.7%	-1
CCOC(=O)c1c(NC(=O)c2cccs2)sc(C)c1C	-2%	-4%	0%	2	-1	30	1	-0.1%	.
COc1cccc(C(=O)NC2CC3CCCC(C2)N3Cc2ccc(F)cc2)c1 (stereo not given)	6%	-4%	2%	.	-7	.	.	.	.
N#C/C(=C1\CCCN1)c1ccc2ccccc2n1	-18%	-4%	-17%	0	-2	2	-3	3.4%	8
Cc1cccc(S(=O)(=O)c2c(N)n(/N=C/c3ccco3)c3nc4ccccc4nc23)c1	-21%	-5%	-11%	3	-2	19	-6	2.8%	-1
Cc1ccc(S(=O)(=O)N2CCN(C(=O)CSc3ncc(C(F)(F)F)cc3Cl)CC2)cc1	1%	-2%	1%	5	-9	12	9	0.4%	0
CCCc1cc(=O)oc2cc(OC(C)C(=O)NCc3ccccn3)c(Cl)cc12 (stereo not given)	-15%	-6%	-1%	2	-2	3	-2	1.2%	-8
CC(C)OCCCn1c(=N)c(C(N)=S)cc2c(=O)n3ccccc3nc21	-4%	-1%	1%	2	16	-4	-8	7.8%	-2
COc1cccc2sc(N(Cc3cccnc3)C(=O)COc3ccccc3)nc12	-2%	-4%	-2%	14	-10	.	-1	3.8%	-11
C=CCn1c(N2CCN(c3ccc(OC)cc3)CC2)nc2c1c(=O)n(C)c(=O)n2C	-8%	-5%	-1%	15	-1	-38*	-6	-5.5%	6
Cc1cn(-c2ccccc2)c(C)c1/C=N\Nc1nc(N2CCOCC2)nc(N2CCOCC2)n1	-3%	-9%	-1%	0	-3	-14	-2	-1.0%	10
COC(=O)c1ccc(OC)c(CSc2nnc(COc3ccccc3)o2)c1	-5%	-2%	-2%	3	0	-14	0	0.2%	-6
CCN(C(=O)CSc1nc2ccc(OC)cc2[nH]1)C1CCS(=O)(=O)C1 (stereo not given)	-3%	-1%	0%	0	-2&-9	0	-5	1.6%	0
CC(C)(C)OC(=O)N1CCCC1C(=O)O (stereo not given)	-2%	-2%	1%	5	-2	9	1	-0.2%	1
CCOC(=O)c1ccccc1NC(=O)c1c(-c2ccccc2)noc1C	-4%	-2%	-2%	32*	-2	-10	-6	3.2%	12
COc1ccc2c(c1)C1(Nc3ccccc3C(=O)N1c1ccccc1)C(=O)N2 (stereo not given)	-13%	-2%	1%	5	-3	11	4	1.5%	9
NC(=O)C1CCN(C(=O)CCNS(=O)(=O)c2cc(Br)cnc2N)CC1	-11%	-3%	-3%	3	-1	14	-1	0.5%	-2
Cc1cc(C(=O)OCC(=O)NCCc2ccccc2)c(C)o1	-9%	-1%	0%	-1	1	6	-1	-0.4%	.
CC1(C)O[C@H]2[C@@H](O1)[C@@H](C(=O)Nc1ccccc1C(F)(F)F)O[C@@H]1OC(C)(C)O[C@@H]12	1%	0%	0%	1	-7	23	-2	0.9%	14
O=C(NCc1ccc(Cl)cc1)C1=Cc2cc(Cl)ccc2OC1	6%	-5%	1%	8	-1	-17	-4	0.5%	2
O=C(Nc1ccccc1C(=O)N1CCOCC1)c1ccc([N+](=O)[O-])cc1	4%	-1%	-2%	3	-3	-17	-11	-2.0%	-5
CCCn1c(N)c(N2CCCCC2)c(=O)n(CC(=O)Nc2ccccc2C(F)(F)F)c1=O	8%	-4%	-1%	.	-2	.	.	.	.
Cc1nc2nncn2c(Nc2ccccc2)c1C	4%	-1%	6%	3	-1	-19	-2	7.9%	-2
O=C(N=Nc1c(O)[nH]c2ccc(Br)cc12)c1ccccc1-n1cccc1	2%	-7%	?	2	4	-1	-2	6.8%	8
Cc1ccccc1C(=O)Nc1nnc(S(=O)(=O)N(C)Cc2ccc(Cl)cc2)s1	0%	4%	2%	12	-12	-31*	0	9.7%	-2
CCOC(=O)c1c(C)[nH]c(C)c1S(=O)(=O)N1CCCC(C(=O)NCc2cccc(OC)c2)C1 (stereo not given)	3%	-1%	0%	5	-3	-9	1	0.1%	-2
Nc1ccc(Oc2c(Cl)cccc2Cl)nc1	-1%	-4%	-6%	4	-1	7	2	-0.6%	3
CCCN(CCC)C(=O)Cn1c(=O)n(-c2ccc(C)c(C)c2)c(=O)c2c3c(sc21)CCCCC3	-3%	-3%	-4%	2	0	-4	3	3.2%	-2
Cn1cnnc1SCC(=O)N1CCC(Cc2ccccc2)CC1	-3%	-1%	-2%	2	1	4	3	0.4%	8
Nc1sc2c(c1C(=O)NC1CC1)CCCC2	3%	0%	-1%	.	5	.	.	.	.
CC(=O)Nc1ccc(NC(=O)C2CCN(c3cnccn3)CC2)cc1	-5%	-1%	-2%	0	-4	3	2	?	.
COc1cc2c(cc1OC)CN(C(=O)c1cc(=O)c3ccccc3o1)CC2	-22%	-3%	?	1	-4	-8	7	5.0%	15
CCN(CC)c1ccc(NC(=O)c2cccn2-c2nnc(N3CCCCC3)s2)c(C)c1	5%	-3%	-5%	20	31	-12	-1	-1.5%	-7
CC(C)C1C(=O)N(Cc2cn(CC3CCCCC3)nn2)CCS(=O)(=O)N1Cc1ccc(-c2cccc(CO)c2)cc1 (stereo not given)	-8%	-5%	-14%	.	1	.	.	.	.
O=C(NCC1COc2ccccc2O1)c1ccc(F)c(S(=O)(=O)N2CCOCC2)c1 (stereo not given)	1%	-6%	1%	8	-1	-10	-1	0.2%	15
C=C(C)Cn1c(CCCNC(=O)C(C)(C)C)nc2ccccc21	2%	-2%	-3%	0	-3	9	-4	-1.0%	3
CCN(CC)CCNC(=O)c1ccc2c(=O)n3nc(Nc4ccccc4)sc3nc2c1	0%	-3%	-1%	2	-2	-7	0	14%	-13
COc1ccc(Cl)cc1NC(=O)N1CCN(S(=O)(=O)c2ccc3c(ccn3C)c2)CC1	-2%	-2%	0%	6	-8	4	-2	-0.4%	16
COc1n[nH]c(C(=O)Nc2cc(Cl)ccc2Cl)c1[N+](=O)[O-]	5%	-6%	-3%	12	-8	-2	0	0.3%	7
CCN1CCc2c(C#N)c(N3CCCCC3)nc(NCc3ccccc3)c2C1	.	-15%	-7%	8	6	20	-9	1.9%	-22
COc1ccc(N(C(=O)c2snc(C(N)=O)c2N)C(C(=O)NC2CCCC2)c2ccco2)cc1 (stereo not given)	-9%	-3%	1%	3	-6	-14	-6	1.1%	-8
COc1cccc(-n2nc(C(C)=O)c(C#N)c2-c2ccco2)c1	3%	-5%	2%	2	0	8	4	3.7%	17
O=[N+]([O-])c1cccc(-c2nnc(-c3ccccc3)o2)c1	16%	10%	-14%	0	-1	-6	1	3.7%	-5
CCOc1ccccc1NC(=O)c1cn(C2CCCC2)c(=O)c2c1c1ccccc1n2C	-13%	0%	6%	1	-7	13	-4	?	-5
CCOc1ccc2oc(C(=O)OCC(=O)NCC3CCCO3)c(C)c2c1 (stereo not given)	2%	2%	0%	2	-2	23	1	-0.2%	13
COc1ccc(S(=O)(=O)N2C3CCC2CC(NC(=O)C2CC2)C3)cc1 (stereo not given)	1%	-1%	2%	1	-6	-13	3	1.1%	6
Cc1ccc(S(=O)(=O)N(C)CCCC(=O)N2CCCCC2)cc1	0%	-4%	-1%	0	-2	-2	1	-6.1%	3
Cc1ccc(SCC(=O)OCC(=O)N(CCC#N)c2ccccc2)cc1	1%	-3%	-4%	2	-7	13	.	-0.4%	7

Among those listed so far, these contain bromine.
SMILES	Vif-A3F inh	GRP78 ERSR act	Vif-APOBEC3G blk	D1 agonist	LDHA inh	D1 antagonist	D1 PAM	RXFP1 ag	D2 PAM
NC(=O)C1CCN(C(=O)CCNS(=O)(=O)c2cc(Br)cnc2N)CC1	-11%	-3%	-3%	3	-1	14	-1	0.5%	-2
O=C(N=Nc1c(O)[nH]c2ccc(Br)cc12)c1ccccc1-n1cccc1	2%	-7%	?	2	4	-1	-2	6.8%	8

Next section:
SMILES	Vif-A3F inh	GRP78 ERSR act	Vif-APOBEC3G blk	D1 agonist	LDHA inh	D1 antagonist	D1 PAM	RXFP1 ag	D2 PAM
NC(=O)c1ccc[n+](CC(=O)c2ccc(Br)cc2)c1	4%	-5%	-3%	6	2	1	-1	-1.6%	.
Cc1ccc(S(=O)(=O)n2nc(OC(=O)c3ccccc3F)cc2N)cc1	-3%	-5%	-4%	6	0	3	-4	0.4%	-1
CC1=C(C(=O)OC(C)C)C(c2cccc([N+](=O)[O-])c2)n2c(cc(=O)[nH]c2=S)N1 (stereo not given)	0%	-4%	3%	9	-14	-7	-5	0.3%	15
N#CCCN=C(NS(=O)(=O)c1ccccc1)c1ccccc1	-14%	-5%	0%	5	-6	7	-2	2.9%	-5
O=C(Nc1cccc(C(=O)OCc2cc(=O)n3nc(C4CC4)sc3n2)c1)c1cccc(Cl)c1	-5%	-1%	-5%	0	-4	4	0	27%	-1
C(=C\c1nc(N2CCCC2)c2ccccc2n1)/c1ccccc1	-12%	-2%	5%	0	2	13	-4	1.2%	5
O=C(c1cc(COc2ccc3ncccc3c2)on1)N1CCC(O)CC1	7%	0%	1%	-1	-9	-12	7	1.3%	1
